From PubChem BioAssay
sdo1 growth: compounds rescuing growth of sdo1-depleted yeast, bone marrow failure model; hit rate 0.21% among 140,000; z-score at 10 µM; AID 817; S. cerevisiae sdo1-depleted JHY4D growth rescue, OD600 30 h; hits give high values; pdr5 snq2 efflux-pump mutant strain;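 active = z-score above 3 at both the 24 hr and the 30 hr optical density reads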;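 also: z-score against mean and SD of all compound wells on the same plate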
INS promoter inh: TRM-6 insulin promoter activity inhibition. TRM-6 cells (human fetal islet line), insulin promoter-eGFP reporter, imaging; reporter expression induced with tamoxifen. inhibition, % at 2 µM. hit rate 0.9% among 130,000. AID 1273;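 active = inhibition above the mean plus 3 SD, with well images judged a real hit on visual review, cut at about 60% in these data, passing the limit was not always enough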
sdo1 growth Rescue 24 h: recorded beside sdo1 growth, whose call it bears; z-score; S. cerevisiae sdo1-depleted JHY4D growth rescue, OD600; measured here: growth rescue at 24 h;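 0 is the plate mean of compound wells and units are plate SD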
Starred values were filed as active, the others as inactive; . = not tested or not shown. Outcome played no part in choosing rows; 0.99% or so of the library scored in one or more.

Start of the data: the first four records, ahead of the listing:
INS promoter inh	sdo1 growth Rescue 24 h	sdo1 growth	Compound
.	0.9	1.3	COc1ccc(C2(C(=O)N3CCCC3)CCOCC2)cc1OC
71*	-0.4	-0.56	COc1ccc2cc(C(=O)OC(C)C)sc(=O)c2c1OC
-8	0.16	-0.18	O=C(N/C(=C\c1ccc([N+](=O)[O-])cc1)C(=O)N1CCCCC1)c1ccccc1Br
34	0.32	0.58	COc1cccc(/C=N/NC(=O)C(=O)Nc2ccccc2OC(F)(F)C(F)F)c1O

Results, from the first entry:
INS promoter inh	sdo1 growth Rescue 24 h	sdo1 growth	Compound
.	0.9	1.3	COc1ccc(C2(C(=O)N3CCCC3)CCOCC2)cc1OC
71*	-0.4	-0.56	COc1ccc2cc(C(=O)OC(C)C)sc(=O)c2c1OC
-8	0.16	-0.18	O=C(N/C(=C\c1ccc([N+](=O)[O-])cc1)C(=O)N1CCCCC1)c1ccccc1Br
34	0.32	0.58	COc1cccc(/C=N/NC(=O)C(=O)Nc2ccccc2OC(F)(F)C(F)F)c1O
-17	0.05	0.37	CC1CCN(C(C)C(=O)Nc2ccccc2-c2ccccc2)CC1 (stereo not drawn)
.	1.1	1.1	Cc1cc(OCC(=O)O)c2cccc(C)c2n1
-43	-0.01	0.1	COc1nnc(-c2ccccc2)s1
-4	0.69	0.41	COc1ccc(S(=O)(=O)Nc2ccccc2C)cc1
-67	.	.	COc1cc(/C=C/C(=O)Oc2coc(CSc3ncccn3)cc2=O)cc(OC)c1OC
-25	-1.1	0.14	CCOc1ccc(S(=O)(=O)n2nnc3ccccc32)cc1C
.	0.1	0.73	O=S1(=O)CCC(NC(=S)N2CCOCC2)C1 (stereo not drawn)
-3	.	.	Nc1nc(N2CCN(c3ccc(Cl)cc3)CC2)n[nH]1
.	-1.1	-1.2	COC(=O)C1C(=O)c2c([nH]c(C(=O)OC3CCCC3C)c2C)CC1C (stereo not drawn)
-17	0	-0.73	CN(c1ccc(C(=O)NCCSCc2ccccc2)cc1)S(=O)(=O)c1ccccc1
-23	-1.3	-2.1	O=Cc1cn(-c2ccccc2)nc1-c1cc2ccccc2oc1=O
-341	0.38	0.84	O=C(Cn1cnc2scc(-c3ccccc3)c2c1=O)N1CCOCC1
13	-0.36	-0.9	O=C1c2ccccc2C(=O)N1CCCCN(C(=O)c1cc2ccccc2oc1=O)c1ccc(F)cc1F
71	1.8	-0.16	Cc1cc(OCc2nc(-c3cccnc3)no2)c(C)cc1Br
.	0.28	-0.62	Cc1ccc(C(=O)COc2ccccc2C(=O)Nc2ccccc2)cc1
46	2.5	1.4	CCCNc1nc(C)nc2c1cnn2CCc1ccccc1
.	-0.16	-0.95	COc1ccc(OC)c(NC2c3ccccc3C(=O)N2Cc2ccc3c(c2)OCO3)c1 (stereo not drawn)
-21	2.4	0.71	COc1ccccc1CC(=O)Nc1ccc(OC)c(OC)c1
29	-0.61	-1.4	CCCc1nc2ccccc2c(=O)n1/N=C/c1ccc(O)cc1
31	-1.2	-0.48	NC(=O)CN1C(=O)C2C3C=CC(C3)C2C1=O (stereo not drawn)
-55	1.4	1.2	Cc1c(=O)n(OCc2ccccn2)c2ccccc2[n+]1[O-]
9	0.31	0.21	Cc1nnc(N2C(=O)c3cccc4cccc(c34)C2=O)s1
-26	-0.09	1.1	Cc1nn(Cc2c(Cl)cccc2Cl)c(C)c1N
-42	-0.64	-0.05	COC(=O)c1ccc(CSc2n[nH]c(C)n2)o1
6	-0.71	-1.2	COc1ccc(-c2noc(COc3ccc(C)c(C)c3)n2)cc1OC
42	0.17	-0.11	Cc1cc(C(=O)CN2C(=O)NC(c3ccccc3)(c3ccccc3)C2=O)c(C)n1Cc1ccccc1
.	-2.2	-2.4	COc1ccccc1NC(=O)Cc1csc(NC(=S)Nc2ccc(C)cc2)n1
-43	1.6	1.9	CCc1ccc(OCC(=O)N(C)CCC#N)c(Br)c1
0	-0.92	-0.53	COc1cccc(C2CC(c3cccs3)Nc3ncnn32)c1 (stereo not drawn)
35	.	.	C/C(=N\N=C(N)N)c1ccc(Cl)c(Cl)c1
.	0.07	0.05	CCn1c(-c2ccc3[nH]c(C)c(C)c3c2)n[nH]c1=S
-26	0.65	1.1	O=C(COc1ccc(Cl)cc1)NCc1nnc(SCC(=O)N2CCCCC2)o1
-107	.	.	CCc1nc2ccccc2c(NC(=O)CN2CC(C)CC(C)C2)c1C (stereo not drawn)
-14	0.06	-0.07	CCNC(=O)c1cc2c(=O)n3cccc(C)c3nc2n(Cc2ccc(C)cc2)c1=N
.	-1.6	-0.95	COc1ccc(NC(=O)C2CCCN(c3c4c(nc5ncnn35)CCC4)C2)cc1 (stereo not drawn)
56	-0.85	-0.2	COc1cccc(-c2nn(-c3ccccc3)cc2CO)c1
18	-0.69	-0.29	COc1ccc(/C=C2/SC(=O)N(CC(O)Cn3c4ccccc4c4ccccc43)C2=O)cc1 (stereo not drawn)
70*	-0.96	-0.14	O=C(c1ccc(Br)s1)N1CCCC1
-44	-0.7	-0.14	COc1ccc(-c2nnc(SCC(=O)Nc3ccc(C)cc3)n2C)cc1
-17	-0.37	-0.43	O=C(NCc1ccccc1)C(Cc1ccccc1)N1C(=O)C2C3CCC(C3)C2C1=O (stereo not drawn)
.	-1.3	-0.41	CC(=O)N1CCN2C(=O)C1CCCC(=O)c1cc(C3CCCCC3)ccc12 (stereo not drawn)
-6	-2.5	-0.64	CN1CCN(CCc2nc3cc(NC(=O)COc4ccccc4)ccc3n2C)CC1
-136	-0.61	-2	O=[N+]([O-])c1cccnc1N1CCC(c2cc(-c3cccc(C(F)(F)F)c3)n[nH]2)CC1
67	1.7	0.5	O=C(NCCCCNC(=O)c1ccc(Cl)s1)c1ccc(Cl)s1
-44	0.16	-0.01	COc1ccccc1NS(=O)(=O)c1cc(NC(=O)c2ccc3c(c2)OCCO3)ccc1C
-8	1.3	0.13	CCOc1ccccc1NC(=O)NC1CCN(CC(=O)Nc2ccc3c(c2)OCCO3)CC1

Additional structures:
INS promoter inh	sdo1 growth Rescue 24 h	sdo1 growth	Compound
-8	-0.27	1.9	Cc1nnc(SCCN2CCOCC2)c2nn(-c3ccccc3F)c(C)c12
16	-1.3	-1.5	CCCCOc1ccc(/C=C/C(=O)NCCc2nc3ccccc3[nH]2)cc1
.	-0.41	0.66	CN(CCC(=O)Nc1ccc2c(c1)OCO2)Cc1ccccc1
-20	1.5	1.3	COCCCNC(=O)CSC1=Nc2ccccc2C2=NC(Cc3c[nH]c4ccccc34)C(=O)N12 (stereo not drawn)
-3	0.23	0.84	Cc1ccc(C2c3c(oc4ccccc4c3=O)C(=O)N2CCCN2CCOCC2)o1 (stereo not drawn)
-3	-1.6	-1.9	Cc1ccc(C)c(CN2C(=O)C3CCCN3c3ccc(S(=O)(=O)N4CCOCC4)cc32)c1 (stereo not drawn)
5	.	.	O=C(c1cccnc1)N1CCC(Oc2ccc(C(=O)N3CCCCO3)cc2)CC1
41	-0.57	-0.51	Cc1ccc(S(=O)(=O)N(CC(=O)N/N=C/c2ccco2)Cc2ccccc2)cc1
-85	.	.	Cc1ccc(NC(=O)c2ccc(Br)o2)cc1S(=O)(=O)N(C)C
10	-1.2	-1.9	c1csc(-c2nnc(Cc3cccc4ccccc34)o2)c1
-17	-0.02	0.34	CC(=O)c1c(C)n([O-])c2ccccc2[n+]1=O
36	0.16	-0.88	O=[N+]([O-])c1ccc2c(c1)C(O)n1nc(-c3ccc(Cl)cc3Cl)nc1S2 (stereo not drawn)
.	-0.45	-0.05	CCCn1nc([N+](=O)[O-])c(C(C#N)c2nc3ccccc3o2)c(Cl)c1=O (stereo not drawn)
-76	.	.	COc1ccc(-c2cc(CS(=O)(=O)c3ccccc3)on2)cc1
33	.	.	O=C(O)c1ccc(/C=N/N2CCN(Cc3cccc4ccccc34)CC2)cc1
.	-0.48	0.59	Cc1ccc(N(CC(O)COCc2ccco2)S(=O)(=O)c2ccc(C)cc2)cc1 (stereo not drawn)
.	-0.44	-0.15	CC(C)CNC(=O)COc1ccc2c3c(c(=O)oc2c1)CCC3
11	-0.34	0.07	O=C(COC(=O)Cn1cnc2ccccc21)NCCC1=CCCCC1
-20	0.39	-0.11	Cc1ccccc1OCc1nnc(SCC(=O)Nc2ccc3nc(SCC(=O)NC(C)(C)C)sc3c2)n1C
44	0.2	0.61	CCN1CCCC1CNc1ncnc2c1[nH]c1ccc(F)cc12 (stereo not drawn)
18	0.25	-0.96	Clc1ccc(Oc2nc3ccccc3n3cccc23)cc1
-46	0.77	0.74	Cc1ccc(S(=O)(=O)CNC(=S)c2cccc(C)c2)cc1
-17	-0.76	-0.49	Cc1cc(/C=N\NC(=O)COc2cccc3cccnc23)c(C)n1-c1ccccc1
62	1.3	1.3	Cc1ccc(-c2nnc(N3CCN(C(=O)CSc4ncn[nH]4)CC3)c3ccccc23)cc1
20	.	.	CSC1=C(C#N)C(c2ccccc2)C(C(C)=O)=C(C)N1 (stereo not drawn)
-14	.	.	N#C/C(=C(/O)c1ccco1)c1nc2ccccc2[nH]1
0	-0.23	0.84	COc1ccc(/C=C(\C#N)C(=O)OCC(=O)NC(C)c2ccccc2)cc1 (stereo not drawn)
-39	0.22	-0.48	O=C(/C=C/c1ccc(Cl)cc1)Nc1ccccc1N1CCOCC1
50	0.31	0.46	COc1ccccc1NC(=O)CS(=O)(=O)c1cccc2nsnc12
43	.	.	N#CCCN(CCC#N)S(=O)(=O)c1ccc(C(=O)Nc2nnc(C3=COCCO3)o2)cc1

Records listed above marked active in INS promoter inh:
INS promoter inh	sdo1 growth Rescue 24 h	sdo1 growth	Compound
71*	-0.4	-0.56	COc1ccc2cc(C(=O)OC(C)C)sc(=O)c2c1OC
70*	-0.96	-0.14	O=C(c1ccc(Br)s1)N1CCCC1

(next part)
INS promoter inh	sdo1 growth Rescue 24 h	sdo1 growth	Compound
42	.	.	O=C(NCCCn1ccnc1)/C(=C\c1cccs1)NC(=O)c1cccs1
12	1.1	1.4	Cc1cccc(Nc2nc(N)nc(CN3CCC(C(N)=O)CC3)n2)c1C
.	0.37	-0.38	Cc1ccc(S(=O)(=O)N2Cc3ccccc3CC2C(=O)Nn2cnnc2)cc1 (stereo not drawn)
-40	0.42	0.49	N#CC1(c2ccccc2)CCCN1C(=O)c1ccc(Br)cc1 (stereo not drawn)
40	-0.63	-1.7	CC(C)COc1ccc(/C(=N/O)c2ccccc2)cc1
-39	.	.	COc1ccc(S(=O)(=O)Nc2cccc(F)c2)cc1C
19	0.38	0.25	Cc1cc(Nc2ccccc2)nc(N2CCOCC2)n1
.	1.8	3	CCOC(=O)c1cc(NC(=O)NCc2ccco2)c(C)nc1C
13	.	.	Cc1cc(NC(=O)CN2CCCCC2)no1
9	.	.	Cc1[nH]c2ccccc2c1C(=O)COc1ccccc1F

Five compounds from above, arranged by the value under sdo1 growth, descending.
INS promoter inh	sdo1 growth Rescue 24 h	sdo1 growth	Compound
.	1.8	3	CCOC(=O)c1cc(NC(=O)NCc2ccco2)c(C)nc1C
-40	0.42	0.49	N#CC1(c2ccccc2)CCCN1C(=O)c1ccc(Br)cc1 (stereo not drawn)
19	0.38	0.25	Cc1cc(Nc2ccccc2)nc(N2CCOCC2)n1
.	0.37	-0.38	Cc1ccc(S(=O)(=O)N2Cc3ccccc3CC2C(=O)Nn2cnnc2)cc1 (stereo not drawn)
40	-0.63	-1.7	CC(C)COc1ccc(/C(=N/O)c2ccccc2)cc1

Next part
INS promoter inh	sdo1 growth Rescue 24 h	sdo1 growth	Compound
.	2.8	1.4	CCOc1ccc(Nc2n[nH]c(=S)s2)cc1
-44	0.13	0.1	O=C(NC1CC2CCC1C2)c1ccc(CN2CCOCC2)cc1 (stereo not drawn)
56	0.18	0.79	C=C(C)CNC(=S)NNC(=O)c1ccco1
-8	-0.9	-1	COc1cccc(C(c2nnnn2CCc2ccccc2)N2CCN(c3ccccc3)CC2)c1OC (stereo not drawn)
-6	.	.	NC(=O)COC(=O)c1cc(Cl)cc(Cl)c1N
.	0.6	0.54	Cc1cccc(OCC(=O)Nc2ccc3c(c2)OCO3)c1C
-33	.	.	CC(=O)OCC(=O)Nc1cc(S(=O)(=O)N2CCCCCC2)ccc1Cl
46	-0.39	-1.5	O=[N+]([O-])c1cc2c(cc1/C=N/n1c(-c3ccccc3)n[nH]c1=S)OCO2
20	1.1	1.1	O=C(Nc1ccccc1N1CCOCC1)c1cccs1
-5	0.11	-0.36	CC(C)C[C@@H]1NC(=O)[C@H](Cc2ccc(O)cc2)NC(=O)c2cc([N+](=O)[O-])cc(I)c2NCCC[C@@H](C(N)=O)NC1=O
3	0.47	0.62	COC(=O)c1ccc(Cl)c(NC(=O)CSc2ncn[nH]2)c1
40	.	.	Cc1n[nH]c(C)c1NC(=O)c1cc([N+](=O)[O-])ccc1Cl
38	.	.	O=C(CNCCc1ccc(Cl)cc1Cl)NCc1ccco1
-107	0.64	0.84	O=S(=O)(Cc1ccccc1)NCc1ccccn1
